K1F lysis inhibition = inhibition of K1F phage lysis, E. coli UTI89, bacterial capsule biogenesis inhibitors, alamar blue (AID 488966); inhibition, % at 100 µM, or IC50 in µM where a hit was titrated; E. coli UTI89 K1F phage lysis, alamar blue, 2 h; higher % means a stronger effect; hit rate 0.02% among 340,000;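 active means phage lysis inhibition, versus mean bacterial control, above a set limit; inconclusive means no clear call, values can overlap the other calls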;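 further: capsule biogenesis inhibitors block K1F phage lysis so surviving cells raise fluorescence; higher fluorescence means more inhibition of phage lysis; actives were called in the ten point dose series up to 300 µM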
Rac1 GTP hydrolysis = MgcRacGAP GTPase-activating activity inhibitors, confirmation, biochemical, ADP Hunter fluorescence | MgcRacGAP-stimulated Rac1 GTP hydrolysis, ADP Hunter fluorescence; higher % means a stronger effect; GST-tagged Rac1 F28L mutant substrate | inhibition, % at 30 µM, or IC50 in µM where a hit was titrated | hit rate 0.6% among 340,000;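 active means first-screen hits whose inhibition reached a set limit at any dose in the follow-up dose series; inconclusive means inhibition above the set first-screen limit but never retested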;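 further: fluorescence reports GDP produced by GAP-driven GTP hydrolysis; strong numbers were not always called active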
West Nile antiviral = inhibition of WNV-induced cytopathic effect – cell-based, CPE readout (AID 1621); West Nile virus-infected cells, CPE inhibition; higher % means a stronger effect; CPE inhibition, % at 10 µM, or IC50 in µM where a hit was titrated; hit rate 0.02% among 290,000; in the data active means a potency from the dose series; inconclusive means CPE inhibition mostly from about 3.7% at the one dose, without a potency; inactive means the rest, 99 in 100 with CPE inhibition below about 2.2%; further: strong numbers were not always called active
RSV antiviral HEp-2 = RSV antiviral activity via CPE protection, HEp-2 cells, primary 10 µM value included (AID 2391) | hit rate 0.13% among 310,000 | HEp-2 cells, RSV-induced CPE inhibition; higher % means a stronger effect | CPE inhibition, % at 10 µM, or IC50 in µM where a hit was titrated; in the data active means a potency from the dose series; inconclusive means CPE inhibition mostly from about 23% at the one dose, without a potency; inactive means the rest, 99 in 100 with CPE inhibition below about 21%; further: strong numbers were not always called active
PhoP inhibition = inhibitors of PhoP regulon expression, primary screen, Salmonella Typhimurium, GFP reporter (AID 1863). S. Typhimurium PhoP-regulated promoter GFP reporter, 4 h; higher % means a stronger effect. inhibition, % at 50 µM; hits with a dose series show IC50 in µM. hit rate 0.16% among 300,000;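 active means inhibition over 29.93%, a cutoff 3 SD above the screen mean, later confirmed by dose response; inconclusive means inhibition over 29.93% but no dose response follow-up; inactive means inhibition at most 29.93% or unconfirmed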;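 further: 0% = low Mg2+ inducing control and 100% = high Mg2+ repressing control; strong numbers were not always called active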
T cell HTS = T cell immune modulators affecting CD8 T cell-vesicle binding. hit rate 0.068% among 330,000. AID 2052. calls only at 7 µM. 2C CD8+ T cell-vesicle binding, flow cytometry; hits give low values;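 active means response, share of CD8 T cells binding vesicles, and their 90th percentile fluorescence all below set limits, cut at about 80% in these data, passing the limit was not always enough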
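material = purified 2C TCR transgenic mouse naive CD8+ T cells | controls = Unloaded micro-vesicles (low), QL9 vesicles with 0.7% DMSO (high) | detection = cytometric PE anti-B7-1 and Alexa647 anti-CD8 signals after 1% paraformaldehyde fixation | incubation = binding step 1.5 h, 37 °C, antibody labelling 20 min, ice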
Large T inhibition = TAg ATPase/helicase activity blockers – biochemical (AID 1903) | SV40 large T antigen ATPase/helicase inhibition assay; higher % means a stronger effect | hit rate 0.39% among 310,000 | inhibition, % at 20 µM, or IC50 in µM where a hit was titrated; in the data active means a potency from the dose series; inconclusive means inhibition mostly from about 32% at the one dose, without a potency; inactive means the rest, 99 in 100 with inhibition below about 32%; further: strong numbers were not always called active
NTR1 ag = NTR1-driven beta-arrestin-GFP spot formation – imaging, U2OS cells, high content, primary screen (AID 493036) | activation, % at 20 µM | agonist mode | hit rate 0.17% among 330,000 | P30989;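 active means activation at or above 40% of the spot to cytoplasm intensity ratio, with at least 20 cells analyzed; inconclusive means wells under 20 cells, flagged as cytotoxic or low count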;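 further: 0% = DMSO without peptide and 100% = 100 nM NTR1 peptide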
Target sequence (P30989 whole entry, looked up): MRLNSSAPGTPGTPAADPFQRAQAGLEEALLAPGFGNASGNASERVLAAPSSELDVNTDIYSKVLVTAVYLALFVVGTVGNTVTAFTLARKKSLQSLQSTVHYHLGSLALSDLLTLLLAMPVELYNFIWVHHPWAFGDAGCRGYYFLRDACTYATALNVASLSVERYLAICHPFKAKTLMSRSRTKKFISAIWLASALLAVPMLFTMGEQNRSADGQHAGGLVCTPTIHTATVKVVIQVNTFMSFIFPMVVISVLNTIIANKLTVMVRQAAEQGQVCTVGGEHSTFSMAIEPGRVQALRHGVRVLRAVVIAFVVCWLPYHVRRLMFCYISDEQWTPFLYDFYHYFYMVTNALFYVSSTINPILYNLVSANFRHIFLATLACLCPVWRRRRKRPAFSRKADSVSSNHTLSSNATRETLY
NS5 inhibitors = flavivirus cap methylation enzyme inhibition – biochemical, confirmation dose response, primary screen (AID 588689). Dengue-2 NS5 methyltransferase capping enzyme assay, biochemical; higher % means a stronger effect. inhibition, % at 25 µM; hits with a dose series show IC50 in µM. hit rate 0.3% among 340,000; in the data active means a potency from the dose series; inconclusive means inhibition above about 29% without an active follow-up result
T cell HTS vesicle-bound % = second read-out of T cell HTS, no call of its own (marks repeat the call); double positive events, %; measured here: CD8+ vesicle-bound cell fraction;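 binding gate set so that unloaded-vesicle control wells show 10% double positive cells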
NTR1 ag cell count 20 µM = further read-out of NTR1 ag, marked with its call; cell count; measured here: cell count, cytotoxicity flag
* marks the source's active call; other numbers are inactive results; i = inactive; u = inconclusive; x = not tested or not shown; [ ] = another dose, or the depositor's remark.

Compound	PhoP inhibition	Rac1 GTP hydrolysis	Large T inhibition	K1F lysis inhibition	NS5 inhibitors	West Nile antiviral	T cell HTS vesicle-bound %	T cell HTS	RSV antiviral HEp-2	NTR1 ag	NTR1 ag cell count 20 µM
O=C1OC[C@@H]2CCCN2C(=O)[C@H](CC(=O)N(CCO)Cc2ccccc2)C/C=C\C[C@H]1Cc1ccc(F)cc1	x	1%	x	0.0%	0%	x	12	i	x	-2.0	65
Cn1ncc(C#N)c1/N=C/N1CCCCC1	-6%	7%	0%	2.1%	1%	0.2%	35	i	0.4%	1.9	57
CC(=O)c1ccc(NC(=S)NC(=O)c2c(Cl)c(C)nn2C)cc1	-2%	5%	5%	1.6%[50 µM]	-2%	1.1%	15	i	2.6%	1.8	40
Cc1nc2sccn2c(=O)c1S(=O)(=O)N1CCN(c2ccccc2)CC1	x	14%	9%	0.5%	-3%	-0.5%	34	i	2.9%	0.4	49
O=C(CNC(=O)c1ccco1)NCc1nc2ccccc2[nH]1	4%	7%	15%	0.4%	-2%	-0.5%	22	i	1.8%	2.0	62
COc1ccc(OCCNC(=O)CCCO)cc1	-6%	10%	12%	0.7%	-2%	0.2%	33	i	x	2.1	54
Cc1nc2sccn2c1P(c1c(C)nc2sccn12)c1c(C)nc2sccn12	-4%	6%	15%	0.1%	-3%	1.6%	8	i	17%	0.6	45
CC(=O)Nc1sc2c(c1C(c1ccc(F)cc1)N1CCOCC1)CCCC2 (stereo not given)	1%	7%	0%	3.1%	-7%	-1.4%	31	i	3.7%	2.6	94
Cc1ccc2c(c1)nnn2C1CCN(S(=O)(=O)c2ccc(C(=O)N3C(C)CCCC3C)cc2)CC1 (stereo not given)	-5%	10%	-8%	2.3%	-3%	x	4	i	3.0%	-0.9	76
O=C(NCc1ccccc1)c1noc2c1CCCC2	-3%	4%	17%	1.9%	2%	u	30	i	-1.4%	-1.2	64
Cc1ccc(Cl)cc1NC(=S)NCCCSC1CCCCC1	-5%	2%	-2%	0.1%	-4%	-1.1%	62	i	11%	24	52
COc1ccc(S(=O)(=O)N2CCN(CC(=O)Nc3ccc(C)c(F)c3)CC2)cc1	0%	2%	2%	0.3%	-8%	-0.2%	x	x	x	x	x
Cc1ccc(S(=O)(=O)N2CCOCC2)cc1NC(=O)COC(=O)CCOc1ccc(C(C)(C)C)cc1	6%	-1%	11%	-0.6%[50 µM]	-1%	x	27	i	0.8%	2.4	50
COc1ccc([C@H]2CC(=O)C=C(c3cccc(OC)c3)C2)cc1	x	8%	x	0.4%	-3%	x	59	i	4.5%	12	16
O=[N+]([O-])c1ccc(Cl)c(S(=O)(=O)N2CCCCCC2)c1	-11%	4%	10%	0.6%[50 µM]	-4%	-0.1%	52	i	3.1%	-0.4	57

A stretch taken from the entries so far, as a working copy:
Compound	PhoP inhibition	Rac1 GTP hydrolysis	Large T inhibition	K1F lysis inhibition	NS5 inhibitors	West Nile antiviral	T cell HTS vesicle-bound %	T cell HTS	RSV antiviral HEp-2	NTR1 ag	NTR1 ag cell count 20 µM
O=C1OC[C@@H]2CCCN2C(=O)[C@H](CC(=O)N(CCO)Cc2ccccc2)C/C=C\C[C@H]1Cc1ccc(F)cc1	x	1%	x	0.0%	0%	x	12	i	x	-2.0	65
Cn1ncc(C#N)c1/N=C/N1CCCCC1	-6%	7%	0%	2.1%	1%	0.2%	35	i	0.4%	1.9	57

Later entries.
Compound	PhoP inhibition	Rac1 GTP hydrolysis	Large T inhibition	K1F lysis inhibition	NS5 inhibitors	West Nile antiviral	T cell HTS vesicle-bound %	T cell HTS	RSV antiviral HEp-2	NTR1 ag	NTR1 ag cell count 20 µM
O=C(Nc1ccc(NC(=O)C2CC2)nc1)c1cnccn1	9%	1%	0%	0.1%	0%	0.2%	62	i	0.2%	-0.7	74
COc1ccc(OC)c(S(=O)(=O)N2CCC(C(=O)Nc3cc(C)ccc3C)CC2)c1	3%	1%	-6%	6.4%	2%	-0.5%	66	i	2.4%	-0.8	33
O=C(C1CC1)N1CCc2cc(S(=O)(=O)N3CCOCC3)ccc21	5%	0%	2%	1.9%	-9%	0.2%	25	i	1.2%	1.2	59
C=CCN1C(=O)c2ccc(C(=O)N(C)CC(=O)Nc3ccc(OCC)c(OCC)c3)cc2C1=O	-6%	6%	5%	2.1%[50 µM]	3%	x	9	i	-2.3%	-0.8	48
C=C(C)COc1ccc(-c2[nH]ncc2Oc2cccc(OC)c2)c(O)c1	4%	11%	-3%	0.4%	0%	-0.1%	54	i	-5.2%	15	34
O=C(COC(=O)c1ccc(Cl)cc1[N+](=O)[O-])NNC(=O)c1cccs1	-11%	2%	21%	-3.1%	-1%	x	51	i	-2.4%	0.5	67
CC(C)(C)NC(=O)COC(=O)c1ccccc1Nc1ccc(SC(F)F)cc1	-13%	3%	7%	-2.0%	0%	-0.1%	33	i	20%	2.3	51
CC1=C(C(=O)OC(C)C)C(c2ccc(Br)s2)NC(=O)N1C (stereo not given)	10%	10%	x	-0.1%	1%	-0.2%	33	i	4.6%	0.9	43
CC(C)(C)n1nc2c(c1NC(=O)c1ccc(F)c(F)c1)CS(=O)(=O)C2	5%	9%	8%	2.0%[50 µM]	-4%	0.3%	31	i	1.9%	0.3	62
O=C(/C=C/c1ccccc1)NC(=S)Nc1ccccc1C(=O)NC1CCCCC1	-7%	2%	3%	5.5%	-4%	1.0%	5	i	1.2%	-0.4	40
CNC(=O)c1c(NC(=O)c2cccc(N3C(=O)CCC3=O)c2)sc2c1CCC2	1%	5%	15%	0.1%	2%	0.6%	30	i	3.5%	2.4	106
Cc1nnc(C)n1N1C(=O)c2cccc3cccc(c23)C1=O	-2%	4%	10%	0.2%[50 µM]	-1%	x	32	i	1.7%	-0.2	39
C/C(CCC(C)C)=N\NC(=S)NCc1ccccc1	5%	7%	6%	0.1%	-8%	0.0%	56	i	1.0%	3.5	59
Cc1ccc(S(=O)(=O)Nc2cc3c(cc2C#N)OCO3)cc1C(N)=O	-5%	6%	8%	0.0%	-7%	1.2%	18	i	0.9%	2.0	44
O=C(c1ccco1)N1CCCC(c2ccccc2)C1 (stereo not given)	-9%	2%	1%	0.1%	0%	-0.1%	40	i	0.9%	-2.9	97
COc1ccccc1CNC(=O)C1CC(=O)N(c2ccc(C)c(C)c2)C1 (stereo not given)	11%	4%	-2%	0.3%	-6%	-1.4%	30	i	0.1%	-1.6	62
c1ccc(Sc2ncnc3c2oc2ccccc23)cc1	-5%	5%	10%	0.1%	-5%	0.3%	28	i	1.8%	3.7	80
O=C(NCc1ccc2[nH]c3c(c2c1)CCCC3)c1ccc(S(=O)(=O)N2CCOCC2)cc1	12%	11%	-3%	2.5%	3%	-0.4%	23	i	14%	1.2	81
COc1ccc(CCNC(=O)c2cccc(NC(=O)CC3SC(N4CCCCC4)=NC3=O)c2)cc1OC (stereo not given)	3%	4%	18%	0.9%[50 µM]	1%	-0.3%	33	i	2.8%	2.7	67
COc1ccccc1-n1c(CNC(=O)c2ccc(S(=O)(=O)N3CCCCC3)cc2)n[nH]c1=S	1%	6%	8%	1.6%[50 µM]	2%	-0.3%	36	i	0.4%	0.1	47
CS(=O)(=O)N(CC(=O)NCCSC1CCCCC1)c1ccccc1	-3%	-16%	1%	-1.2%	7%	-1.1%	16	i	1.4%	0.7	32
Cn1c(SCC(=O)NC2(C#N)CCCCC2)nnc1-c1cccnc1	7%	4%	19%	-0.1%	2%	-0.9%	29	i	0.3%	-1.1	63
CCN1CCN(CCNC(=O)c2cn(C(C)c3ccccc3F)nn2)CC1 (stereo not given)	7%	5%	5%	0.6%	-1%	0.4%	66	i	-0.8%	0.5	55
Cc1cc(C)nc(Sc2c(C)nn(-c3ccccc3)c2C)n1	-5%	5%	0%	0.2%	3%	0.1%	54	i	2.6%	0.0	45
Cc1ccc(S(=O)(=O)N2CCCC2C(=O)NCc2ccc3c(c2)OCO3)cc1 (stereo not given)	-7%	6%	0%	0.2%	-4%	-0.9%	47	i	-0.8%	2.4	59
O=C(Nc1c2c(nn1-c1ccccc1)CS(=O)(=O)C2)c1cccs1	-6%	3%	0%	-0.2%	-7%	0.5%	6	i	2.0%	-1.3	47
Cc1nn(C)cc1N1C(=O)c2cccc3c(N)ccc(c23)C1=O	-213%	x	5%	x	x	0.1%	40	i	1.4%	4.6	47
CCCC(=O)Nc1cc2c3c(c1)C(C)C(=O)N3CCC2 (stereo not given)	-1%	-5%	-1%	1.2%	0%	0.0%	13	i	7.4%	0.5	53
COc1ccc(NC(=O)NN2CCN(C)CC2)c(OC)c1	-1%	4%	5%	1.1%	-5%	-0.1%	58	i	0.5%	-0.1	61
CCOC(=O)C1CN(S(=O)(=O)c2ccc(C)cc2)c2cc(S(=O)(=O)CC)ccc2O1 (stereo not given)	5%	2%	5%	0.4%	-3%	1.0%	42	i	0.8%	-0.6	82
O=C(CN1CCC(C(=O)c2ccc3c(c2)OCCO3)CC1)Nc1ccccc1C(F)(F)F	-2%	5%	23%	0.2%	-6%	-0.8%	37	i	4.3%	2.7	42
O=C(Cc1cccs1)NCc1ccccc1Br	1%	-5%	8%	1.1%	-5%	-0.8%	28	i	1.6%	0.0	84
CC(Sc1nnc(Cc2cccs2)n1C1CCCCC1)C(=O)N1CCc2ccccc21 (stereo not given)	3%	-4%	12%	-0.6%	-5%	-0.5%	14	i	2.5%	2.7	44

Screens deposited in PubChem BioAssay by several laboratories.
